Screening data deposited in PubChem BioAssay by Fisher Drug Discovery Resource Center.
hcGAS lum = Primary biochemical luminescence assay for human cyclic GMP-AMP synthase inhibitors. Q8N884. recombinant h-cGAS, ATP depletion, Kinase-Glo luminescence. AID 1259398, 2018. inhibition, % at 12.5 µM. actives 0.081% (n = 290,000);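 also: 0% = vehicle reaction and 100% = reaction without DNA for no activity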
Target sequence (Q8N884 whole entry, looked up): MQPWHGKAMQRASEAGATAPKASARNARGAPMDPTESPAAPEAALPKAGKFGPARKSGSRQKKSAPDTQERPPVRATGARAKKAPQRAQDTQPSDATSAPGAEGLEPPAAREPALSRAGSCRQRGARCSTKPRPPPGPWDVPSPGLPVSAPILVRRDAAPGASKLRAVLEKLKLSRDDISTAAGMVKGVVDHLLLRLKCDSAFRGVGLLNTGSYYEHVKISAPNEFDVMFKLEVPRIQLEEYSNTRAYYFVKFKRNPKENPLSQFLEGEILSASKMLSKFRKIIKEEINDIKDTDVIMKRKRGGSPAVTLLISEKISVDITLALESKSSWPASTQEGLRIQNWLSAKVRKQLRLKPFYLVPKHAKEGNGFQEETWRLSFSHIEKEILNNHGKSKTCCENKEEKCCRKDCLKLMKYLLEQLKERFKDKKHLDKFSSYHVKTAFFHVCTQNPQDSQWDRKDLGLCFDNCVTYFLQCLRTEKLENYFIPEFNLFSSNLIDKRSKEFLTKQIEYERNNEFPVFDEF
mcGAS inh = cyclic GMP-AMP synthase inhibitors, mouse, primary biochemical chemiluminescence. Q8C6L5. actives 0.15% (n = 160,000). inhibition, % at 12.5 µM. recombinant cGAS, Kinase-Glo ATP depletion luminescence;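 also: 0% = negative control wells and 100% = reference inhibitor with no enzyme activity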
NPYLR7 agonist = agonists of mosquito NPYLR7 receptor, primary screen, cell-based, Aedes aegypti, calcium fluorescence, mosquito biting behavior; Aedes aegypti neuropeptide Y-like receptor 7 (NPYLR7); HEK293T NPYLR7/Galpha15, GCaMP6s calcium fluorescence; activation, % at 10 µM; actives 0.15% (n = 270,000); in the data active = activation above about 40%;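 also: 0% = vehicle and 100% = reference agonist at the receptor; some compounds past the cut are filed as inactive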
* marks the source's active call; other numbers are inactive results; / = no result given; & = joins results of further samples. Rule as the data show it, unless noted: active = inhibition above about 40%; inactive = the rest.

| molecule | NPYLR7 agonist | hcGAS lum | mcGAS inh |
| --- | --- | --- | --- |
| Cc1nn(C)c(C)c1Nc1ccc2c(=O)c(Oc3ccc(Cl)cc3)coc2c1 | 1 | -8 | -8 |
| CCc1nc(-c2c(-c3ccccc3)ncn2CCSc2ncn[nH]2)c(C)[nH]1 | 7 | -9 | / |
| CN(C)CCCNC(=O)c1cc(NC(=O)c2ccc(Cl)cc2Cl)ccc1N1CCCC1 | 21 | -4 | -5 |
| O=C(NCC1CCCO1)c1cc2n(n1)CCN(Cc1c(Cl)cccc1Cl)C2=O (stereo not given) | 16 | -4 | -4 |
| c1cncc(-c2nc(CCNC3CCSC3)cs2)c1 (stereo not given) | / | -12 | -12 |
| Cc1[nH]n2c(=O)cc(-c3ccc([N+](=O)[O-])cc3)nc2c1-c1cccc2ccccc12 | -14 | -4 | / |
| OC(c1ccc(F)c(F)c1)c1nc(-c2cccc3cccnc23)cs1 (stereo not given) | 5 | -15 | / |
| CCN1CCN(Cc2cc(C(=O)N(C)Cc3cccc(Cl)c3)no2)CC1 | 23 | -7 | / |
| COc1ccccc1NC(=O)N1CCN(C(=O)c2cc3ccsc3n2Cc2ccccc2C)CC1C (stereo not given) | 0 | -8 | -6 |
| CC1Cc2cc(-c3cc(CC(=O)NCCCn4ccnc4)no3)ccc2O1 (stereo not given) | 1 | -10 | -9 |
| O=C(CN1CCOc2ccccc2C1)N1CCCC1Cn1cccn1 (stereo not given) | 15 | -8 | -13 |
| O=C1CC2(CCCC2)C(=O)N1CN1CCN(S(=O)(=O)c2ccc3c(c2)CCCC3)CC1 | -4 | 3 | / |
| O=C(c1cn2ccsc2n1)N1CCc2c([nH]c3ccccc23)C1C1CCCCC1 (stereo not given) | -19 | 3 | 4 |
| CCOc1ccc(Nc2cc(C)nc(-n3nc(C)cc3C)n2)cc1 | 2 | -10 | -7 |
| CC(C)(C)c1cccc(OCc2nc(CC3CC3)no2)c1 | 1 | -5 | / |
| CN(C)CC(C)(C)CNC(=O)c1ccc(-c2n[nH]c3c2CCCc2ccccc2-3)cc1 | 4 | -6 | -4 |
| Cc1cccc(-c2noc(N3CCOCC3)c2CN(CCN(C)C)C(=O)c2ccco2)c1 | 7 | -8 | -6 |
| COc1ccc(Cl)cc1NC(=O)c1cnn2c(C(F)(F)F)cc(-c3ccc(C)cc3)nc12 | -8 | -3 | -4 |
| O=C(c1ccc(F)cc1F)N1CCN(Cn2cc(Cl)cn2)CC1 | 0 | -7 | / |
| O=C(NCc1ccc2c(c1)OCO2)C1CCC(=O)N(CCN2CCOCC2)C1 (stereo not given) | 3 | -9 | / |
| COc1ccc(OCC2CN(C(=O)CCOc3ccc(Cl)cc3)CCO2)cc1 (stereo not given) | 24 | -4 | / |
| CCCCN(C)c1c(CC)nc2ccc(C(=O)Nc3ccc(OC)c(OC)c3)cn12 | 1 | -3 | -3 |
| O=C(c1ccsc1)N1CCCC(N2CCN(c3cccc(C(F)(F)F)c3)CC2)C1 (stereo not given) | 2 | -5 | / |
| CCOC(=O)C1=C(C)N=c2s/c(=C\c3cc(OC)ccc3OC)c(=O)n2C1c1cccs1 (stereo not given) | 4 | -4 | 1 |
| CCC(CC)NC(=O)CCc1c(C)nc2nc(N)nn2c1C | 8 | -7 | / |
| OCCC[C@@H]1CN(c2ncc(Cl)cc2Cl)CC[C@@H]1N1CCOCC1 | / | -6 | -6 |
| Cc1[nH]cnc1C1CC(=O)Nc2cc3c(cc21)CCc1ccccc1N3 (stereo not given) | 3 | 2 | 1 |
| CCN1CCC(NC(=O)CSc2nc3ccccc3n2CCOC)CC1 | 1 | 1 | / |
| CCC1(CO)CCCN(C(=O)Nc2nnc(C)s2)C1 (stereo not given) | -4 | -3 | / |
| Cc1nc(S(=O)(=O)NCC2CCOCC2)cn1C | / | -11 | -6 |
| Cc1ccc(-n2cc(C(=O)N3CCC(NC(=O)c4ccc(C#N)cc4)CC3)nn2)cc1 | -7 | -2 | / |
| Cc1ccc(-n2nc(C)c(CCC(=O)NCCCN3CCCC3=O)c2C)cc1C | -7 | -9 | -5 |
| CC(=O)Nc1ccc(OS(=O)(=O)C(F)(F)C(=O)N2CCCCC2)cc1 | 0 | -3 | / |
| CC1(C)OCC(CNC(=O)Cc2cccc(NC3OC(C4COC(C)(C)O4)[C@@H]4OC(C)(C)O[C@H]34)c2)O1 (stereo not given in full) | 0 | -5 | -4 |
| CCCCCn1c(N2CCC(C(N)=O)CC2)nc2c1c(=O)[nH]c(=O)n2C | 8 | -4 | / |
| Cc1cc(C)n(CC(C)NCc2noc(-c3ccco3)n2)n1 (stereo not given) | 12 | -3 | / |
| COc1ccccc1N1C(=O)CSC1c1cccc(NC(=O)c2ccc(Cl)cc2Cl)c1 (stereo not given) | 4 | -4 | -8 |
| CCOC(=O)CSc1nnc2n1CCN2c1ccccc1 | 1 | -4 | -7 |
| COc1cc(C)ccc1Oc1cc(N2CCN(S(=O)(=O)c3ccc(C)cc3)CC2)ncn1 | / | -4 | -8 |
| CCOc1c(Cl)cc(/C=C/C(=O)N2CCc3sccc3C2)cc1OC | 5 | -8 | / |

Arranged by SMILES length (highest first): some entries from above.
| molecule | NPYLR7 agonist | hcGAS lum | mcGAS inh |
| --- | --- | --- | --- |
| CN(C)CC(C)(C)CNC(=O)c1ccc(-c2n[nH]c3c2CCCc2ccccc2-3)cc1 | 4 | -6 | -4 |
| COc1cc(C)ccc1Oc1cc(N2CCN(S(=O)(=O)c3ccc(C)cc3)CC2)ncn1 | / | -4 | -8 |
| O=C(c1ccsc1)N1CCCC(N2CCN(c3cccc(C(F)(F)F)c3)CC2)C1 (stereo not given) | 2 | -5 | / |

The listing continues.
| molecule | NPYLR7 agonist | hcGAS lum | mcGAS inh |
| --- | --- | --- | --- |
| CSc1nc(-c2ccccc2)nc(NC(C)=O)c1C(C)=O | 11 | -5 | -6 |
| Cc1cccc(NC(=O)CCc2c(C)nn(-c3nc(C)cc(=O)[nH]3)c2C)n1 | 16 | -8 | / |
| O=C(O)c1nn(Cc2nc3ccccc3o2)c(=O)c2ccccc12 | 0 | -2 | / |
| COc1ccc(CCCNC(=O)c2ccc(-c3cncnc3)nc2)cc1 | 20 | -3 | / |
| CCN(CCn1cccn1)Cc1cn(-c2ccccc2)nc1-c1ccc2c(c1)OCO2 | 22 | -6 | -8 |
| COc1ccc(NC(=O)CN2CCc3c([nH]c4ccc(OC)cc34)C2)cc1 | 9 | -1 | / |
| COc1ccc(C(=O)CSc2nnc(NC(=O)CC(C)CC(C)(C)C)s2)cc1 (stereo not given) | 16 | -4 | -4 |
| CC(C)CC(NC(=O)CCc1nc2sc3c(c2c(=O)[nH]1)CCCC3)c1ccccc1 (stereo not given) | 0 | -6 | -8 |
| CCCCC(NC1CCN(S(C)(=O)=O)CC1C)C(N)=O (stereo not given) | 3 | -8 | / |
| CCOC(=O)C(C(=O)C(F)(F)F)C1c2ccccc2Sc2ccccc21 (stereo not given) | 0 | -4 | -7 |
| c1ccc(C2CCN(CCn3cnnc3)CC2)cc1 | 2 | -3 | -14 |
| COCc1c(Br)c(C)nc(OCC(=O)N/N=C\c2cc(Br)c(OCc3ccccc3)c(OC)c2)c1C#N | 7 | -3 | -2 |
| O=C(Nc1ccc(F)c(-n2cccc2)c1)N1CC[C@H](O)C1 | -1 | -8 | / |
| CN1CCC(Cc2noc(CCc3nc(Cl)n[nH]3)n2)CC1 | 19 | -12 | -19 |
| CN(C)c1ccc(NC(=O)C2CCC2)cc1CN(C(=O)c1ccccc1Cl)C1CCCCC1 | 21 | -8 | -7 |
| Cc1ccc(S(=O)(=O)n2cc(-c3ccc(F)c(C)c3)c(N)n2)cc1 | 3 | -3 | / |
| c1ccc(-c2nc(Nc3ccc4c(c3)OCCO4)c3ccccc3n2)cc1 | 4 | -3 | -3 |
| Cc1ccc(-c2nnc(NCCCN(C)C)c3ccccc23)cc1 | -1 | -9 | / |
| O=C(Nc1sc2c(c1C(=O)NC1CCS(=O)(=O)C1)CCCC2)c1ccco1 (stereo not given) | 1 | -4 | / |
| CC(C)CCNC(=O)CSc1nc2sc3c(c2c(=O)[nH]1)CCCC3 | -3 | 3 | -1 |
| CCCCn1c(=O)[nH]c(=O)c2c1nc(CNCCOC)n2CCC | 4 | -2 | / |
| CCCC(O)CN(CCOC)Cc1ccc(OC)c(OC)c1 (stereo not given) | 38 | -4 | 28 |
| C=CCN(C(=O)C/C=C/c1ccc(F)cc1)c1ccccc1 | 7 | -12 | / |
| COC(=O)c1cc(OC)nc2c1c(=O)n(C)c(=O)n2C | -2 | 7 | / |
| CC1=NN(C(C#N)c2ccco2)C(C)(C)C1 (stereo not given) | 14 | -5 | / |
| CN1CCC(Cc2noc(CN3CCCCCCC3)n2)CC1 | 23 | -7 | -18 |
| C#CCSc1nc2ccccc2n1C(=O)/C=C/c1ccc(F)cc1 | -1 | -3 | 0 |
| CCN(CC)Cc1cnc2c(C(=O)Nc3ccc(OC)cc3C)cnn2c1 | 11&0 | -7&0 | / |
| CC(=O)Nc1ccc(CC(=O)OCc2ccc(F)cc2)cc1 | 19 | -7 | -17 |
| CC(C)OC(=O)CCNC(=O)NCCc1ccc(Cl)cc1 | 0 | 0 | / |

Rewritten as labelled records: four of the compounds above.
c1ccc(C2CCN(CCn3cnnc3)CC2)cc1
- NPYLR7 agonist = 2
- hcGAS lum = -3
- mcGAS inh = -14

COCc1c(Br)c(C)nc(OCC(=O)N/N=C\c2cc(Br)c(OCc3ccccc3)c(OC)c2)c1C#N
- NPYLR7 agonist = 7
- hcGAS lum = -3
- mcGAS inh = -2

O=C(Nc1ccc(F)c(-n2cccc2)c1)N1CC[C@H](O)C1
- NPYLR7 agonist = -1
- hcGAS lum = -8
- mcGAS inh = /

CN1CCC(Cc2noc(CCc3nc(Cl)n[nH]3)n2)CC1
- NPYLR7 agonist = 19
- hcGAS lum = -12
- mcGAS inh = -19

Later entries.
| molecule | NPYLR7 agonist | hcGAS lum | mcGAS inh |
| --- | --- | --- | --- |
| COc1cc(S(=O)(=O)Nc2ccccn2)ccc1Br | -2 | -6 | -7 |
| CC(Sc1nnc2n(C)c(=O)c3ccccc3n12)c1ccc(F)cc1 (stereo not given) | 7 | -9 | / |
| COCCNC(=O)c1sc(=O)n(Cc2ccccc2OC)c1C | -5 | 0 | / |
| CCN(c1ccc(F)cc1)S(=O)(=O)c1ccc(NC(C)=O)cc1 | 6 | -7 | / |
| CS(=O)(=O)Cc1cc(F)ccc1NC(=O)c1cscn1 | 0 | -5 | / |
| CCc1nc2ccc(C(=O)NCc3ccc4c(c3)OCO4)cn2c1N(C)C(=O)C1CCCCC1 | -3 | -6 | -2 |
| Cc1[nH]n(-c2cccc(Cl)c2)c(=O)c1C1=C(N2CCOCC2)C(=O)N(C2CCCCC2)C1=O | -9 | -6 | -7 |
| O=C(C1Cc2ccccc2CN1S(=O)(=O)c1ccc2ccccc2c1)N1CCCC1 (stereo not given) | 1 | -5 | -7 |
| Cc1cc(C)cc(N2C(=O)CSC2c2cccc(NC(=O)c3ccc(Br)cc3)c2)c1 (stereo not given) | 16 | -5 | -4 |
| O=C(N[C@@H]1CCCCC1NC(=O)C1CCCN(S(=O)(=O)c2ccc(Br)cc2)C1)c1ccccc1 (stereo not given in full) | 22 | -10 | -9 |
| CC(C)CNC(=O)C(=O)N1CCCn2nc(C(=O)Nc3ccccc3)cc2C1 | 0 | 1 | / |
| CC(C)N(Cc1c(-c2ccccc2)noc1N(C)C(C)C)C(=O)c1ccc(Cl)cc1 | 6 | 0 | -2 |
| O=S(=O)(Cc1ccc(Cl)cc1Cl)c1nc2ncccc2[nH]1 | 0 | -3 | / |
| Cc1cc(C)cc(N2C(=O)CSC2c2ccc(NC(=O)CCl)cc2)c1 (stereo not given) | -10 | -3 | 2 |
| Fc1cccc(F)c1CN1CCCn2cccc2C1c1ccc(Cl)cc1 (stereo not given) | 20 | -7 | -7 |
| COCCN(Cc1nccs1)C(=O)C1CC(=O)N(C2CCCC2)C1 (stereo not given) | / | -2 | -2 |
| Cc1nn(C)c(C)c1CN(C(=O)c1cc(COc2cncc(Cl)c2)on1)C1CC1 | 9 | -4 | / |
| C/C=C/C(=O)N1CCC(n2c(=O)oc3ccc(F)cc32)CC1 | 5 | -8 | -6 |
| O=C(Cn1cnc2c([nH]c3ccccc32)c1=O)NCc1ccco1 | / | 2 | 3 |
| CC1CCCCN1C(=S)NCc1ccco1 (stereo not given) | 1 | -7 | -7 |
| CCOC(=O)c1[nH]c(C)c(C(=O)O)c1C | -2&3 | -1&0 | -2 |
| CCC(=O)N(CC)c1cc(C)ccc1O | 2 | -2 | / |
| COc1ccc(CC2(CO)CCN(c3ncnc4c3CCC4)CC2)cc1 | 6 | 0 | -15 |
| CCSc1nnc(NC(=O)CSc2nnc(CNC(=O)c3ccco3)n2-c2ccc(Cl)c(Cl)c2)s1 | -6 | -5 | / |
| Cc1n[nH]c(C)c1CCN(C)C(=O)CC(c1ccccc1)c1ccccc1F (stereo not given) | 6 | -3 | / |
| Cc1noc(CN(C)Cc2cc3cc4c(cc3[nH]c2=O)CCC4)n1 | 6 | -1 | -6 |
| Cc1cc(O)c(C(c2ccncc2)N2CCN(c3ccc(F)cc3)CC2)c(=O)n1Cc1ccccc1 (stereo not given) | 5 | 3 | / |
| CCCN(CC(=O)N(CCc1c[nH]c2ccccc12)Cc1ccc(F)cc1)C(=O)Nc1ccc(F)cc1F | -7 | 4 | -2 |
| CC(=O)OC/C=C(\C)CC/C=C(\C)CC/C=C(\C)CC/C=C(\C)CC/C=C(\C)CC/C=C(\C)CC/C=C(\C)CC/C=C(\C)CCC=C(C)C | -4 | -5 | / |
| Cc1ccc2c(c1)c(-c1cccc(CN3CCOCC3)c1)nn2C | 4 | -7 | -18 |
| COc1cccc(COc2coc(CN3CCCN(S(=O)(=O)c4ccccc4S(C)(=O)=O)CC3)cc2=O)c1 | 19 | -2 | -4 |
